MazF activator: MazEF (E. coli) toxin RNase activation | AID 504720 | hit rate 0.32% among 350,000 | FAM/BHQ RNA-DNA oligo cleavage fluorescence, 5 h | activation, % at 20 µM; in the data active = activation above about 50%
Target sequence (P0AE70 whole entry, looked up): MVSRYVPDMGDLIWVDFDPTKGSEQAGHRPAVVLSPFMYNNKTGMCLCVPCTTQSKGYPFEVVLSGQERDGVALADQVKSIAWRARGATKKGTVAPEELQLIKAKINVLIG
DUSP3 inh: DUSP3 (human) phosphatase inhibition | inhibition, % at 13.3 µM | hit rate 0.52% among 290,000 | recombinant VHR phosphatase, pNPP absorbance | AID 1654; in the data active = inhibition above about 50%; note: some compounds called inactive have numbers as strong as hits
Rv3671c protease: inhibitors of M. tuberculosis serine protease Rv3671c; P9WHR9; inhibition, % at 5.96 µM; hit rate 0.048% among 320,000; AID 2606; in the data active = inhibition above about 38%;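 note: extracellular domain of Rv3671c used as enzyme; 0% = enzyme with DMSO and 100% = no enzyme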
Target sequence (P9WHR9 whole entry, looked up, the tested form may be a part): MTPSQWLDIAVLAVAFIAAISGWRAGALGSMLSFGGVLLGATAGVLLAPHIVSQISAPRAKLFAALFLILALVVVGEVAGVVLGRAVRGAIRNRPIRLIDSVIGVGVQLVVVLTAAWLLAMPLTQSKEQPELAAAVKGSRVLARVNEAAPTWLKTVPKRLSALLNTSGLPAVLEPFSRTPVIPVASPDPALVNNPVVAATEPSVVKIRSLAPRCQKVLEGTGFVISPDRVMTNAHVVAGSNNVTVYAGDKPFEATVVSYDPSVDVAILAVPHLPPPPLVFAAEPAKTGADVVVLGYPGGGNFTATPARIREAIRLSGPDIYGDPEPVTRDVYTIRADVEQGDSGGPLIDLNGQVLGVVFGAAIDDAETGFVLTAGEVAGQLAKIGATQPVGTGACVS
BioA inh: blocks M. tuberculosis BioA enzyme activity; hit rate 0.096% among 360,000; AID 602481; purified M. tuberculosis BioA enzyme, plate reader; inhibition, % at 9.99 µM; in the data active = inhibition above about 40%
PriA SSB inh: inhibitors of Klebsiella pneumoniae PriA binding to SSB C-terminal tail; AlphaScreen SSBct-PriA binding, biotinylated peptide; inhibition, % at 33 µM; hit rate 0.6% among 430,000; AID 1272365; in the data active = inhibition mostly above about 37%, no sharp cut-off; inactive = mostly below about 20%;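 note: plate controls were negative control peptide for no effect and reference peptide for full effect; strong numbers were not always called active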
SARS 3CLpro inh: SARS-CoV 3CLpro protease inhibition; hit rate 0.14% among 290,000; P0C6X7; inhibition, % at 6 µM; AID 1706; recombinant SARS-CoV 3CLpro, quenched FRET peptide cleavage; in the data active = inhibition above about 12%
Mtb UGM inh: blocks M. tuberculosis UGM enzyme; P9WIQ1; purified UGM, fluorescence polarization probe displacement; inhibition, % at 10 µM; hit rate 0.06% among 320,000; in the data active = inhibition above about 10%, passing the limit was not always enough
Target sequence (P9WIQ1 whole entry, looked up): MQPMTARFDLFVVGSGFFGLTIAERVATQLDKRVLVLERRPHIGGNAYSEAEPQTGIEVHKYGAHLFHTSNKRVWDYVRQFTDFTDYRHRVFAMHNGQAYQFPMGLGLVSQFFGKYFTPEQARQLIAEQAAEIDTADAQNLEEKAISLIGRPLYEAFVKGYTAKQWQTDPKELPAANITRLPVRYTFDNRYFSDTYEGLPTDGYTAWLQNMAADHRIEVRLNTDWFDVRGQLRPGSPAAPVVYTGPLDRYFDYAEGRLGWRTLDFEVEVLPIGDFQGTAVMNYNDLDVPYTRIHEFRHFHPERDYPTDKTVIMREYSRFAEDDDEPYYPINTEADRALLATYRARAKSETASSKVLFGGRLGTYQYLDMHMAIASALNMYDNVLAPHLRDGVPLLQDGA
FBA Mtb inh: inhibits M. tuberculosis FBA enzyme; purified M. tuberculosis FBA, fluorescence read-out; AID 588726; hit rate 2.3% among 360,000; inhibition, % at 1 µM; P9WQA3; in the data active = inhibition above about 27%;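 note: 0% = vehicle and 100% = reference inhibitor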
BH1578 lux ind: quorum light induction in luxS cqsA deficient V. cholerae; activation, % at 18.7 µM; hit rate 0.16% among 350,000; V. cholerae BH1578 lux reporter, luminescence, 6 h; in the data active = activation mostly above about 9.7%, no sharp cut-off; note: not every result past the cut was called active; inactives centre near 0; reference of the scale not given here
GDH-TPI inh: inhibits GDH-TPI coupling enzymes, artifact for Mtb FBA screen. hit rate 1.2% among 360,000. GDH-TPI coupled enzyme counterscreen, NADH absorbance. inhibition, % at 4.8 µM. AID 588335; in the data active = inhibition above about 30%;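 note: 0% = DMSO wells and 100% = wells lacking the enzyme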
An asterisk follows results filed as active; i = inactive; · = no result given; & = joins results of further samples. Not all compounds are listed, so the mix of outcomes need not match the whole.

Every second line gives: MazF activator	DUSP3 inh	Rv3671c protease	BioA inh	PriA SSB inh	SARS 3CLpro inh	Mtb UGM inh	FBA Mtb inh	BH1578 lux ind	GDH-TPI inh
> Cc1ccccc1NC(=O)CC1(c2ccc(N(C)C)cc2)C(=O)c2ccccc2C1=O
 : 7	4	2	-0.2	12	3	2.1	-5	i	-4
> S=c1[nH]nc(-c2cccnc2)n1/N=C/c1cccs1
 : 5	20	-3	2.4	·	-1	1.5	-3	-0.2	1
> CC1=C(C(=O)OC(C)C)C(c2cccc([N+](=O)[O-])c2)n2c(cc(=O)[nH]c2=S)N1 (centres undefined)
 : 11	-5	4	1.8	11	3	-0.6	-3	-0.6	11
> CCC(=O)Nc1cc(C(=O)O)ccc1Sc1ccccc1
 : -19	-3	0	·	-13	2	0.0	0	-0.2	3
> CNC[C@H]1Oc2ccc(NC(=O)Nc3ccccc3)cc2CC(=O)N([C@H](C)CO)C[C@H]1C
 : -5	·	6	-4.9&0.9	-3	·	-1.2	1	-1.4	0
> Cc1ccc(NC(=O)CN(C)C(=O)COc2ccc(Br)cc2)cc1
 : 4	·	·	-0.3	·	·	·	1	-0.5	0
> C[C@@H]1CN([C@H](C)CO)S(=O)(=O)c2ccc(C#Cc3ccccc3)cc2O[C@H]1CN(C)C(=O)Nc1ccc2c(c1)OCO2
 : -13	·	·	-1.4&-8.7&-3.9	·	·	·	4	i	18
> CCc1cccc(CC)c1NC(=O)CN1CCN(S(=O)(=O)c2ccccc2)CC1
 : 6	8	-7	-2.4	1	-1	-1.8	0	i	2
> COc1ccc(N2CCN(C(=O)CN(c3cccc(OC)c3)S(=O)(=O)c3ccccc3)CC2)cc1
 : 0	10	3	-0.4	22	-1	3.0	-1	-0.5	-3
> CCc1[nH]c(=O)c(C#N)c2c1CSC(C)(C)C2
 : 11	9	1	·	-1	-3	-2.0	12	i	13

In the list so far, 7 have sulfur.
Every second line gives: MazF activator	DUSP3 inh	Rv3671c protease	BioA inh	PriA SSB inh	SARS 3CLpro inh	Mtb UGM inh	FBA Mtb inh	BH1578 lux ind	GDH-TPI inh
> S=c1[nH]nc(-c2cccnc2)n1/N=C/c1cccs1
 : 5	20	-3	2.4	·	-1	1.5	-3	-0.2	1
> CC1=C(C(=O)OC(C)C)C(c2cccc([N+](=O)[O-])c2)n2c(cc(=O)[nH]c2=S)N1 (centres undefined)
 : 11	-5	4	1.8	11	3	-0.6	-3	-0.6	11
> CCC(=O)Nc1cc(C(=O)O)ccc1Sc1ccccc1
 : -19	-3	0	·	-13	2	0.0	0	-0.2	3
> C[C@@H]1CN([C@H](C)CO)S(=O)(=O)c2ccc(C#Cc3ccccc3)cc2O[C@H]1CN(C)C(=O)Nc1ccc2c(c1)OCO2
 : -13	·	·	-1.4&-8.7&-3.9	·	·	·	4	i	18
> CCc1cccc(CC)c1NC(=O)CN1CCN(S(=O)(=O)c2ccccc2)CC1
 : 6	8	-7	-2.4	1	-1	-1.8	0	i	2
> COc1ccc(N2CCN(C(=O)CN(c3cccc(OC)c3)S(=O)(=O)c3ccccc3)CC2)cc1
 : 0	10	3	-0.4	22	-1	3.0	-1	-0.5	-3
> CCc1[nH]c(=O)c(C#N)c2c1CSC(C)(C)C2
 : 11	9	1	·	-1	-3	-2.0	12	i	13

Next section
Every second line gives: MazF activator	DUSP3 inh	Rv3671c protease	BioA inh	PriA SSB inh	SARS 3CLpro inh	Mtb UGM inh	FBA Mtb inh	BH1578 lux ind	GDH-TPI inh
> CC(=O)Nc1ccccc1C(=O)C(=O)Nc1ccc(C(=O)NCC2CCCO2)cc1 (centres undefined)
 : -7	26	2	-1.8	-10	1	1.8	-1	0.3	9
> COCC1CCN(Cc2cn[nH]c2-c2cc3ccccc3o2)C1 (centres undefined)
 : -18	0	0	·	-17	3	-4.4	0	-1.2	-6
> CCOC(=O)N1CCC(NC(=O)c2ccc(CS(=O)(=O)c3ccc(OC)cc3)o2)CC1
 : 0	23	-7	-0.4	-9	-3	-2.5	3	-0.4	7
> O=C(N/N=C/c1cccc(O)c1)c1ccc(COc2cccc3cccnc23)cc1
 : 1	1	-26	·	·	0	1.5	-2	-2.0	-1
> COc1cc(CN2C(=O)C(C)ON=C2c2ncccc2C)cc(OC)c1 (centres undefined)
 : ·	·	·	-0.7	·	·	·	2	i	8
> CCn1cnc2c1c(=O)n(CC(=O)Nc1ccc(C(N)=O)cc1)c(=O)n2Cc1ccccc1
 : -1	-12	-2	-0.4	-10	0	0.9	-2	4.8	-10
> c1ccc(-c2onc(-c3ccco3)c2-c2ccc3[nH]ccc3c2)cc1
 : 2	17	-30	-0.7	21	-1	-1.2	3	i	4
> CN(CCC#N)C(=O)COC(=O)c1ccccc1C(=O)c1ccc(Cl)c([N+](=O)[O-])c1
 : 7	-15	-4	·	6	3	2.1	0	-0.4	0
> CCOC(=O)C1CCCN(C(=O)c2cc(-c3ccccc3)on2)C1 (centres undefined)
 : 1	0	4	0.0	-4	-3	-0.7	1	-0.4	2
> CSCCC(NC(=O)c1cncc(Br)c1)C(=O)O (centres undefined)
 : -8	-10	2	-3.4	-4	-7	-1.7	-2	-0.2	-2
> O=C(CS(=O)(=O)c1ccccc1)NCc1ccco1
 : -3	23	-8	·	-2	-4	0.0	-1	-0.9	1
> CC1CN(CN2C(=O)c3ccccc3C2=O)CC(C)O1 (centres undefined)
 : 1	-5	-2	-1.2	-7	-5	-2.2	0	-2.8	-4
> CCN(CC)CCNC(=S)Nc1ccc2nc3n(c(=O)c2c1)CCCCC3
 : 9	8	-12	·	-6	1	1.0	0	-0.8	2
> O=C(O)c1ccc(NC(CSCc2cccc(F)c2)C(=O)O)c([N+](=O)[O-])c1 (centres undefined)
 : -11	6	-1	0.7	-13	-1	0.1	-3	-0.4	-2
> COc1ccccc1OCC(=O)N1CCNC1=O
 : 3	-1	5	0.6	11	-3	2.3	3	i	-15
> O=C(NCCSC1CCCCC1)c1ccccc1
 : 4	12	-9	·	-11	0	-0.9	-1	i	3
> CCCn1c(SCC(=O)/C(C#N)=C(\C)N)n[nH]c1=O
 : 3	17	-8	·	·	2	2.2	2	i	8
> CCCN(CCC)S(=O)(=O)c1ccc(N2CCCC2=O)c([N+](=O)[O-])c1
 : 1	-3	8	-0.2	-1	1	-0.7	1	-0.1	-1
> Cc1cc(C)cc(NC(=O)C2(c3ccccc3)CC2(Cl)Cl)c1 (centres undefined)
 : 3	-1	-12	-0.5	-8	2	-2.8	1	-0.2	2
> COc1ccccc1N1C(=O)NC(=O)/C(=C/c2ccc3c4c(cccc24)CC3)C1=O
 : -5	18	-4	-4.1	-7	3	-1.3	38*	-5.1	18

Other results:
SMILES,MazF activator,DUSP3 inh,Rv3671c protease,BioA inh,PriA SSB inh,SARS 3CLpro inh,Mtb UGM inh,FBA Mtb inh,BH1578 lux ind,GDH-TPI inh
O=C(NCc1cccs1)c1ccc2sc(COCCO)nc2c1,·,·,·,2.0,·,·,·,0,-0.4,5
CCOc1cc(/C=C(/C#N)c2ccc(F)cc2)ccc1OCc1ccc(C(=O)O)o1,1,-28,0,3.6,-7,5,2.7,3,0.1,34*
COc1ccc(N2C(=O)CCC(C(=O)O)C2c2ccc(OC)c(OC)c2)cc1 (centres undefined),-3,-1,0,-2.4,-33,0,2.4,-1,-0.3,-1
Cc1cc(CNC(=O)C2(C(F)(F)F)CC(CCCO)CCCO2)nn1C (centres undefined),7,·,-8,-1.6,-10,·,2.0,3,i,19
O=C(NC(=O)N1CCCCCC1)c1ccccc1,-15,15,8,-1.6,-21,-1,0.8,2,-0.1,7
Cn1c(=O)c2c(ncn2C)n(C)c1=O,-10,-17,-8,-0.3,-1,·,-0.9,1,-0.2,14
CS(=O)(=O)N1CCN(c2ccccc2NC(=S)NC(=O)c2ccco2)CC1,3,5,-6,-1.4,1,-2,0.5,1,-0.2,13
COc1cc(/C=N/NC(N)=O)cc([N+](=O)[O-])c1O,11,9,2,·,·,-3,0.6,-7,i,24
Cc1ccc(C(=O)OCC(=O)N2C(C)CCCC2C)s1 (centres undefined),7,·,10,-0.6,-8,·,-0.5,4,-0.4,14
COc1ccc(OC(=O)COc2ccc(Cl)cc2)cc1,-32,8,-2,-3.3,-3,-5,-0.9,6,0.1,7
O=[N+]([O-])c1ccc2[nH]c(O)c(N=Nc3ccc(F)cc3)c2c1,316*,5,-3,-0.6,6,4,1.0,-6,-1.4,1
O=C(O)CCc1nc(-c2ccccc2)c(-c2ccccc2)o1,·,26,7,·,·,0,2.4,·,·,·
CC(c1ccccc1)n1c(Cn2ncc3ccccc3c2=O)n[nH]c1=S (centres undefined),4,4,-3,-1.6,-12,-5,-0.9,0,-1.3,0
CC(C)C(=O)NC(=S)Nc1ccc(S(=O)(=O)N2CCN(C)CC2)cc1,5,0,-15,·,3,7,1.6,1,-0.3,15
CCCN(CC1CC1)C(=O)CCc1nnc(C(OC)c2ccccc2)o1 (centres undefined),6,0,-4,·,-3,-3,0.9,0,0.9,-4
COC(=O)c1ccc(C2/C(=C(\O)c3ccc4c(c3)OCCO4)C(=O)C(=O)N2CCCN(C)C)cc1 (centres undefined),-1,4,-7,-0.1,·,2,-0.5,-6,i,-1
Cc1ccc(N(C(=O)c2csnn2)C(C(=O)NC2CCCC2)c2cccnc2)c(C)c1 (centres undefined),8,21,4,-0.1,-4,-1,0.4,3,i,4
O=C(COc1ccc(Br)cc1)NCCCNC(=O)c1ccncc1,4,10,4,0.2,-8,-1,-11,2,i,-1
Cc1cc(OCC(=O)N2CCc3ccccc3C2)c2c(-c3ccccc3)cc(=O)oc2c1,-4,6,-17,-4.8,-9,-1,-5.6,-2,-3.4,10
Cc1cc(N2CCN(C)CC2)nc(=S)[nH]1,-10,-1,4,·,-15,4,-1.8,-2,-0.5,-3
Cn1c(Sc2ccc(C(=O)O)cc2[N+](=O)[O-])nnc1-c1ccccc1,3,20,3,·,-2,1,1.1,2,i,5
CCC[C@H]1CN(c2ccccc2)C(=O)[C@@H]1CC(=O)Nc1ccccc1,1,·,·,0.6,·,·,·,-3,-0.2,6
Cc1cc(C)n(-c2c(F)c(F)c(CN3CCOCC3)c(F)c2F)n1,0,4,2,-2.2,-19,2,-0.9,1,-0.8,-8
COc1cc(OC)c(OC)cc1CCC(C)NCCC(c1ccccc1)c1ccccc1 (centres undefined),32,21,1,0.2,42*,-2,-0.7,0,-0.6,0
Nc1nn(-c2ccccc2Cl)cc1-c1nn[nH]n1,4,-15,3,·,-5,-2,3.3,-1,i,-9
COc1ccc(NC(=O)C2(C)Cc3c(-c4ccc(C(N)=O)cc4)ccnc3O2)cn1 (centres undefined),·,·,·,21,·,·,·,0,i,-3
O=C(CN1C(=O)S/C(=C\c2cccs2)C1=O)Nc1ccc(C(=O)O)c(O)c1,6,-5,-7,3.6,9,14*,1.3,-8,-1.7,49*
CN(Cc1cccnc1)C(=O)c1cc(COc2ccc3ncccc3c2)on1,1,22,1,·,11,2,-2.8,-2,i,1
O=C1NCCN(CC2CCN(CCC3CCCC3)CC2)C1=O,-1,·,·,1.3,0,·,·,-1,i,8
CNC1=C(N(C(C)=O)c2ccc(Br)cc2)C(=O)c2ccccc2C1=O,8,39,-135,·,7,10,5.5,-6,-0.2,16
Cc1nccnc1Sc1ccccc1,7,14,-5,·,-3,0,0.7,11,i,6
